Screening results as filed in PubChem BioAssay.
p47phox inh: blocks human p47phox regulatory protein of NADPH oxidases; inhibition, % at 24.7 µM; p47phox/p22phox peptide binding, fluorescence polarization, 2 h; AID 1274; 220,000 tested, 0.53% active; P14598;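 active = inhibition above about 30%, limit read from the data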;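 note: 0% = p47phox with labelled peptide and 100% = labelled peptide alone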
p97 ATPase inh: human p97 ATPase inhibition; inhibition, % at 8 µM; recombinant p97 ATPase, Kinase-Glo ATP luminescence, 3 h; 220,000 tested, 0.42% active; P55072; in the data active = inhibition above about 15%;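 note: 0% = DMSO vehicle and 100% = wells lacking enzyme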
TbHK1 inh: T. brucei hexokinase 1 inhibition; recombinant TbHK1, G6PDH-coupled NADH A340; inhibition, % at 10 µM; 220,000 tested, 0.11% active; AID 1430;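 active = inhibition of 50% or more in the single-dose primary screen; inactive = inhibition below 50%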
Ba/F3 V617F tox: loss of viability in JAK2V617F-driven Ba/F3 cells | 220,000 tested, 1.1% active | inhibition, % at 5.6 µM | Ba/F3 EpoR-JAK2V617F viability, ATP luminescence;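 active = inhibition above the campaign mean plus 3 SD over all tested compounds, cut at about 24% in these data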;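 note: cytokine-independent growth of Ba/F3 cells driven by EpoR plus mutant JAK2; 0% = DMSO-treated cells and 100% = JAK inhibitor I control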
Furin inh: human furin inhibition; P09958; purified furin, fluorogenic substrate cleavage; inhibition, % at 30 µM; 220,000 tested, 0.061% active; in the data active = inhibition above about 25%; note: inactives centre near -15
Target sequence (P09958 108-714 limits assumed): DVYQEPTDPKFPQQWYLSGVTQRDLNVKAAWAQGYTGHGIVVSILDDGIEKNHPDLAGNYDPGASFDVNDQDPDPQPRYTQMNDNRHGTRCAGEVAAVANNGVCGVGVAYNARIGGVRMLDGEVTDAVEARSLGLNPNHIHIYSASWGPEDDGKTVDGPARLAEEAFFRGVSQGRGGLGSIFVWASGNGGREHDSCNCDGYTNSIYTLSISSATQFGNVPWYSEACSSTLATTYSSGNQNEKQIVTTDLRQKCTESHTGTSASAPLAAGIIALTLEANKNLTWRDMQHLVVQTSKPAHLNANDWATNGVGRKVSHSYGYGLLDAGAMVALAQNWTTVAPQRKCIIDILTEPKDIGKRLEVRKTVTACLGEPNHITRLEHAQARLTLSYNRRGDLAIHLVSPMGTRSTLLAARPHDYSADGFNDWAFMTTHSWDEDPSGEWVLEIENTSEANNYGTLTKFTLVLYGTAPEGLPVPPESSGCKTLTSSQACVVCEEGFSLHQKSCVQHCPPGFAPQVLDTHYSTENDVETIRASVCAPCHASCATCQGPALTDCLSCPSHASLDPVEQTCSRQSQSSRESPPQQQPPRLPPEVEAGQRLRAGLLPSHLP
RBBP9 inh: blocks human serine hydrolase RBBP9; O75884; recombinant RBBP9, FP-Rh probe fluorescence polarization; inhibition, % at 7.94 µM; 220,000 tested, 0.2% active; AID 1515;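 active = inhibition above the campaign mean of all tested compounds plus 3 SD, cut at about 14% in these data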;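 note: plate controls were DMSO wells with RBBP9 for no effect and wells lacking RBBP9 protein for full effect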
Target sequence (O75884 whole entry, looked up): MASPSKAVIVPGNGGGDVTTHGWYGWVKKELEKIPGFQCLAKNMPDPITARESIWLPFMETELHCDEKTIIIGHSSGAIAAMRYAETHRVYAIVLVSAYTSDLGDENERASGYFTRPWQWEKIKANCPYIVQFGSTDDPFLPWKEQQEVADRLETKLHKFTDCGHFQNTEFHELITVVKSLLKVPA
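Controls: DMSO-treated enzyme wells and wells lacking RBBP9 | Material: RBBP9 protein | Technique: Fluorescence polarization | Replication: Single well per compound, no replicates | Buffer or medium: Tris-NaCl-Pluronic buffer, pH 8.0 | Timing: 30 min compound preincubation, 45 min probe labeling, 25 °C | Read-out basis: Percent inhibition from mP, scaled between DMSO and no-protein wells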
EP2 antag: inhibitors of human EP2 prostaglandin E2 receptor | C6 glioma cells expressing human EP2, cAMP TR-FRET; cells stimulated with saturating PGE2 | inhibition, % at 25 µM | 260,000 tested, 0.52% active | AID 1422;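 active = percent inhibition above 40 after rounding to a whole number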;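 note: rat C6 glioma host cells with rolipram phosphodiesterase inhibitor present; the protocol text gives 20 µM as final concentration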
BaF3 tox: reduces parental Ba/F3 cell viability, JAK2V617F counter-screen; CellTiter-Glo ATP luminescence; inhibition, % at 5.6 µM; 220,000 tested, 1.1% active; AID 1486;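 active = inhibition above a per-campaign cutoff, the mean inhibition of all tested compounds plus 3 SD, cut at about 27% in these data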;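 note: 0% = DMSO wells and 100% = JAK Inhibitor I control wells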
PPC-1+TRAIL kill: PPC-1 cancer cell killing with TRAIL present; PPC-1 cells + TRAIL, ATPLite viability luminescence; cell killing (% activity), % at 4 µM; 220,000 tested, 0.41% active; AID 1443;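 active = cell killing above 50% in the first pass at 4 µM, then a duplicate retest at 5 µM averaging 50% or more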;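 note: plate controls were cells with TRAIL plus DMSO for no effect and medium-only wells lacking cells for full effect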
* = called active by the depositor; · = not tested or not shown; & = joins results of further samples; [ ] = dose if it differs, or a comment. Some of the compounds tested; the hit share may differ from the screen's.

1. CCOC(=O)c1sc(NC(=O)c2ccco2)nc1-c1ccccc1
2. CCOC(=O)Cc1cnc(NC(=O)NC(C(=O)OCC)(c2ccccc2)C(F)(F)F)s1 (stereo not given)
3. COc1ccc(C(C)NC(=O)c2ccc(Cl)cc2)cc1OC (stereo not given)
4. O=C(Cn1ncn2c(cc3ccccc32)c1=O)NCc1ccco1
5. Cc1ccc(-c2nc3ccccc3c(=O)n2CCCn2ccnc2)cc1
6. C/C(=N\NC(=O)c1cccc(N2CCCC2=O)c1)c1ccc(N)cc1
7. CCC(C)NCc1ccc(C(=O)OC)o1 (stereo not given)
8. Cc1sc(NC(=O)c2ccco2)c(CN2CCN(c3ccccc3)CC2)c1C
compound no.	1	2	3	4	5	6	7	8
p47phox inh	-18	-11	2	-8	1	-4	-7	-17
p97 ATPase inh	8	1	3	-4	-6	-1	-1	-7
TbHK1 inh	1	-1	1	1	2	-20	0	-18
Ba/F3 V617F tox	-5	-3	-1	2	5	1	1	-4
Furin inh	-11	-9[20 µM]	-20	-21	-7[20 µM]	-27	-12[20 µM]	-19[20 µM]
RBBP9 inh	2	0	-6	-3	2	-2	-7	-13
EP2 antag	17	10	3	4	10	5	6	6
BaF3 tox	3	-1	-3	-3	9	6	0	3
PPC-1+TRAIL kill	24	44	8	3	7	20	-3	-19

9. C=CCn1c(SCc2nc(N)nc(N3CCCCC3)n2)nnc1-c1ccco1
10. Cc1cc(NS(=O)(=O)c2ccc(NC(=S)NC(=O)c3ccncc3)cc2)no1
11. COCc1cc(=O)[nH]c(Sc2c(-c3ccccc3)c3ccc(Cl)cc3[nH]c2=O)n1
12. COC(=O)c1ccc(N)cc1O
13. Cc1ccc2c(c1)c(-c1ccccc1)nc1nncn12
14. CC(C)N1CCN(C2CSCCSC2)CC1CCO (stereo not given)
15. CC(/C=C/c1ccc2c(c1)OCO2)=N/NC(=O)C1COc2ccccc2O1 (stereo not given)
16. CCn1c(-c2csc3c2CCCC3)n[nH]c1=S
compound no.	9	10	11	12	13	14	15	16
p47phox inh	-9	-10	-5	-6	-16	-7	-28	-5
p97 ATPase inh	1	4	2	-2	5	5	0	4
TbHK1 inh	-4	1	-8	1	-8	-6	0	-2
Ba/F3 V617F tox	-3	-1	0	3	1	-2	0	2
Furin inh	-16	-19	-20	-20[20 µM]	-20	-20	-17	-12
RBBP9 inh	1	-9	5	1	4	-6	-4	-6
EP2 antag	13	7	19	12	8&11	8	13	4
BaF3 tox	6	1	8	8	8	3	0	6
PPC-1+TRAIL kill	14	-6	-7	-1	9	29	24	-8

Exported with values under each structure: 2 of the compounds above
Results follow in this order: p47phox inh, p97 ATPase inh, TbHK1 inh, Ba/F3 V617F tox, Furin inh, RBBP9 inh, EP2 antag, BaF3 tox, PPC-1+TRAIL kill
10) Cc1cc(NS(=O)(=O)c2ccc(NC(=S)NC(=O)c3ccncc3)cc2)no1
  -10, 4, 1, -1, -19, -9, 7, 1, -6
11) COCc1cc(=O)[nH]c(Sc2c(-c3ccccc3)c3ccc(Cl)cc3[nH]c2=O)n1
  -5, 2, -8, 0, -20, 5, 19, 8, -7

New compounds follow.
17. CCOC(=O)CSc1nc(NC#N)nc(N(CC)CC)n1
18. Cc1ccc(Cl)cc1N1CCN(C(=O)c2ccc3nc[nH]c3c2)CC1
19. Clc1ccc(OCCn2ccnc2)c(Br)c1
20. Cc1ccc(-n2nnc3c(=O)n(CC(=O)c4ccccc4)cnc32)cc1
21. O=C(CC12CC3CC(CC(C3)C1)C2)N/N=C/c1ccncc1
22. CCCCc1ccc(NC(=O)CC(C)(C)C)cc1
23. CCc1ccccc1N1CCN(S(=O)(=O)c2cc(OC)ccc2OC)CC1
24. CCOC(=O)N1C/C(=C\c2ccccc2)C(=O)/C(=C/c2ccccc2)C1
compound no.	17	18	19	20	21	22	23	24
p47phox inh	-22	123*	-7	8	-8	-8	-3	-9
p97 ATPase inh	3	1	-3	-2	5	-1	-2	3
TbHK1 inh	0	-9	-3	-7	13	10	6	-10
Ba/F3 V617F tox	-2	5	-2	-1	0	-1	-2	-3
Furin inh	-20[20 µM]	-7	-16[20 µM]	-12	-1	-3	-25[20 µM]	-13
RBBP9 inh	3	2	1	-11	2	-3	0	-4
EP2 antag	13	5	21	8	4	13	-1	13
BaF3 tox	7	8	-1	5	9	7	6	-6
PPC-1+TRAIL kill	11	16	3	3	14	34	8	29

25. O=C(CN1C(=O)COc2ccccc21)N(Cc1cccnc1)Cc1cccc(F)c1
26. CCN(CC)S(=O)(=O)c1ccc(OC)c(NC(=O)c2cc(C)on2)c1
27. COCCCNC(=O)CN(c1cc(OC)ccc1OC)S(=O)(=O)c1ccccc1
28. COc1ccc(C(=O)Nc2ccc(N3CCN(C(=O)C(C)C)CC3)cc2)cc1[N+](=O)[O-]
29. Cc1ccc(S(=O)(=O)Nc2ccc(Cl)cc2)cc1NC(=O)Cn1cnc2c1c(=O)n(C)c(=O)n2C
30. CCO[C@H]1OC(C(=O)N2CCOCC2)=C[C@@H](c2ccc(C(F)(F)F)cc2)[C@@H]1CCCO
31. N/C(=N\OC(=O)CCc1ccccc1)c1ccc(Br)cc1
32. Cc1cc(C)c(NC(=O)COc2nc3ccccc3nc2C)c(C)c1
compound no.	25	26	27	28	29	30	31	32
p47phox inh	-13	-6	-9	6	-19	·	-3	-10
p97 ATPase inh	5	4	1	-1	4	2	3	3
TbHK1 inh	32	0	7	-10	5	-6	-1	-15
Ba/F3 V617F tox	0	3	0	0	1	0	0	-6
Furin inh	-11	-2	-32[20 µM]	-23	-18	-31	-16	-15
RBBP9 inh	-8	10	-5	1	-1	8	0	-9
EP2 antag	6	7	22	15	8	8	6	8
BaF3 tox	6	6	1	8	2	-6	6	0
PPC-1+TRAIL kill	39	-1	3	4	-5	14	0	20

33. CCCn1c(SCC(=O)NC2CCCCC2C)n[nH]c1=O (stereo not given)
34. CCOc1ccc(C(=O)O)cc1OC
35. COc1ccc(/C(C)=N/NC(=S)NCc2ccco2)cc1
36. O=C(Cn1c2ccccc2c(=O)c2ccccc21)N/N=C/c1cc([N+](=O)[O-])ccc1N1CCCCC1
37. CN=C1c2ccccc2CN1c1cccc(C(=O)OC)c1
38. Fc1ccc(NC(=S)Nc2ccc(F)c(Cl)c2)cc1Cl
39. COc1cc2c(-c3ccc(O)cc3)nc3c(c(C)nn3-c3ccccc3)c2cc1OC
40. CCC(C)(C)n1nnnc1C(c1cc2cc3c(cc2[nH]c1=O)OCO3)N1CCCCC1 (stereo not given)
compound no.	33	34	35	36	37	38	39	40
p47phox inh	-3	2	-6	2	4	-13	34*	-6
p97 ATPase inh	7	5	3	6	-7	-2	-4	-2
TbHK1 inh	-7	3	-11	-7	4	5	-16	-20
Ba/F3 V617F tox	2	-1	-2	-1	5	2	4	4
Furin inh	-12[20 µM]	-20	-11	-9	-13	-14[20 µM]	-8	-29[20 µM]
RBBP9 inh	-3	-10	-3	-3	-5	7	-2	1
EP2 antag	9	8	7	7	6	16	4	9
BaF3 tox	2	2	8	3	7	8	9	4
PPC-1+TRAIL kill	3	0	-15	7	14	18	-7	16

41. NNc1nc2sc3c(c2c(=O)n1-c1ccccc1)CCCC3
42. CN=C1NN=C(c2cc(C)n(-c3ccc(Cl)cc3)c2C)CS1
43. O=C(CSC1=NCCS1)Nc1ccc(S(=O)(=O)NC2CCCCC2)cc1
44. CC1(C)Cc2ccccc2-c2nc3n(c(=O)c21)CCS3
45. Cn1c(SCC(=O)N2CCOCC2)nc2cccnc21
46. CCC(C(=O)OCC(=O)Nc1cc(C)ccc1OC)c1ccccc1 (stereo not given)
47. Cc1cccc(NCC(=O)NNC(=S)Nc2ccccc2)c1
48. Cc1c(Br)c(O)c(Br)c2sc(=O)oc12
compound no.	41	42	43	44	45	46	47	48
p47phox inh	-2	2	4	-4	-11	-6	8	-4
p97 ATPase inh	-2	3	-4	2	7	-5	10	22*
TbHK1 inh	-20	-10	2	-14	3	-2	7	3
Ba/F3 V617F tox	2	-1	0	1	-2	3	-1	-3
Furin inh	-4	-22	-21[20 µM]	-18	-25	-21	-35	-19
RBBP9 inh	-5	-9	-2	-6	3	-8	0	25*
EP2 antag	12	6	15&7	10	10	3	8	10
BaF3 tox	1	4	5	5	0	3	0	3
PPC-1+TRAIL kill	30	20	6	8	-3	18	15	-11

An excerpt of these results, with bars between the fields:
No. | smiles | p47phox inh | p97 ATPase inh | TbHK1 inh | Ba/F3 V617F tox | Furin inh | RBBP9 inh | EP2 antag | BaF3 tox | PPC-1+TRAIL kill
45 | Cn1c(SCC(=O)N2CCOCC2)nc2cccnc21 | -11 | 7 | 3 | -2 | -25 | 3 | 10 | 0 | -3
46 | CCC(C(=O)OCC(=O)Nc1cc(C)ccc1OC)c1ccccc1 (stereo not given) | -6 | -5 | -2 | 3 | -21 | -8 | 3 | 3 | 18
41 | NNc1nc2sc3c(c2c(=O)n1-c1ccccc1)CCCC3 | -2 | -2 | -20 | 2 | -4 | -5 | 12 | 1 | 30
47 | Cc1cccc(NCC(=O)NNC(=S)Nc2ccccc2)c1 | 8 | 10 | 7 | -1 | -35 | 0 | 8 | 0 | 15
42 | CN=C1NN=C(c2cc(C)n(-c3ccc(Cl)cc3)c2C)CS1 | 2 | 3 | -10 | -1 | -22 | -9 | 6 | 4 | 20
43 | O=C(CSC1=NCCS1)Nc1ccc(S(=O)(=O)NC2CCCCC2)cc1 | 4 | -4 | 2 | 0 | -21[20 µM] | -2 | 15&7 | 5 | 6

Continuation.
49. CCn1c(NC(=O)Nc2cccc(C)c2C)cc2sccc21
50. O=C(Nc1ccc2c(c1)OCO2)N1CCN(C/C=C/c2ccccc2)CC1
51. Cc1ccc(S(=O)(=O)NCC(=O)OCc2ccccc2Br)cc1
52. COc1cc(CNCCSc2nnnn2C)cc(OC)c1OC
53. COc1ccc(OC)c(N2Cc3cc(C)c(C)cc3C2)c1
54. O=C(C1CCC1)N1CCc2cc(S(=O)(=O)NCC3COc4ccccc4O3)ccc21 (stereo not given)
55. CC(=O)N(Cc1cc(=O)[nH]c2ccccc12)c1ccc(C)cc1
56. Cc1cccnc1NC(=S)NCCc1ccccc1
compound no.	49	50	51	52	53	54	55	56
p47phox inh	-10	-7	-1	-9	-6	-1	3	0
p97 ATPase inh	-7	-1	-4	4	-4	2	-3	4
TbHK1 inh	1	0	-3	5	-4	-2	-9	3
Ba/F3 V617F tox	8	-1	1	-5	5	-4	-1	1
Furin inh	-10	-14[20 µM]	-27	-15[20 µM]	-15[20 µM]	-9[20 µM]	-23	-10
RBBP9 inh	1	-6	-11	5	6	1	-6	-3
EP2 antag	·	12	4	5	6	13	6	5
BaF3 tox	11	6	1	1	10	1	2	9
PPC-1+TRAIL kill	-20	20	6	2	6	7	-8	28

57. CNc1oc(-c2cccs2)nc1S(=O)(=O)c1ccccc1
58. O=C(CCc1ccccc1)Nc1nc2n(n1)C(c1ccc(Cl)cc1)CC(=O)N2 (stereo not given)
59. Cc1ccnc(NS(=O)(=O)c2cnc(Cl)c(Br)c2)c1
60. O=C(CSc1nnnn1Cc1ccccc1)Nc1ccc2c(c1)OCCO2
61. CCN(CC)CCCNC(=O)Cn1cnc2sc(C)c(S(=O)(=O)N3CCN(c4ncccn4)CC3)c2c1=O
62. CC(=O)NC1=NN(C(C)=O)C(C)(c2ccc(Cl)s2)S1 (stereo not given)
compound no.	57	58	59	60	61	62
p47phox inh	-14	-24	-15	3	-12	-10
p97 ATPase inh	1	-8	7	1	4	5
TbHK1 inh	-26	11	-4	9	2	-1
Ba/F3 V617F tox	-1	9	-2	3	-3	6
Furin inh	-14	-2	-21	3	-11	-24[20 µM]
RBBP9 inh	-4	-8	6	-10	4	1
EP2 antag	6	5	8	20	6	5
BaF3 tox	-1	8	0	4	6	16
PPC-1+TRAIL kill	5	3	-6	10	-5	20
